CFTR F508del cor: correctors of CFTR F508del function in bronchial epithelial cells | CFBE cells, YFP halide quenching; stimulated with forskolin plus potentiator P3; % fluorescence drop versus neutral controls | activity (quench increase), % at 7.58 µM | 350,000 tested, 0.36% active | AID 720511;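 active = mean added fluorescence quench of at least 8% versus neutral control, with both replicates also reaching 8%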;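 note: cells transiently co-express mutant CFTR-F508del with the halide-sensitive YFP; corrector assay measuring rescue of mutant channel to the surface after 24 h compound exposure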
PGC1a acetyl inh: lowers PGC1a acetylation signal in U2OS cells; AlphaScreen anti-acetyl-lysine; with virally co-expressed GCN5 acetyltransferase; inhibition, % at 15.6 µM; 350,000 tested, 0.17% active; AID 651687;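 active = every replicate shows inhibition of at least 40%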;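 note: 0% = neutral control wells and 100% = positive control wells; some results beyond the cut were filed as inactive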
INS-1E GSIS act: GLuc luminescence reporter in INS-1E cells, primary screen for activators of glucose-dependent secretion of insulin; INS-1E GLuc reporter insulin secretion, 2-3 h; activation, % at 16.6 µM; 370,000 tested, 0.61% active; AID 743287;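 active = lowest replicate activation of at least 40%, so every replicate reaches that level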;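 note: 0% = median of neutral control wells and 100% = median of IBMX positive control wells; some compounds called inactive have numbers as strong as hits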
Active calls of the source: *.

SMILES	CFTR F508del cor	PGC1a acetyl inh	INS-1E GSIS act
CCCC#Cc1ccc([C@H]2[C@H](CO)N3C(=O)CN(C(=O)c4ccc(F)cc4)C[C@@H]23)cc1	-1.0	-0.6	-3.9
CCC(=O)N1CC2(C1)CN(Cc1ccccc1Cl)[C@H](CO)c1[nH]c3cc(OC)ccc3c12	0.5	-3.5	16.2
COc1cccc(NC(=S)N2CCn3c(nc4ccccc43)C2)c1	-0.2	-7.5	-14.1
N#Cc1ccc(-c2ccc([C@@H]3[C@H]4CN(C(=O)C5CC5)CC(=O)N4[C@H]3CO)cc2)cc1	-1.3	-1.5	6.1
O=S(=O)(N[C@H]1CC[C@H](CCn2cc(-c3ccccc3F)nn2)O[C@@H]1CO)c1ccc(F)cc1	0.1	-7.5	-5.2
CCOc1ccccc1NC(=O)c1cc(-c2ccncc2)nc2c(Cl)cccc12	-6.3	-12.0	-9.6
COc1ccc(C(=O)NNC(=O)CSc2nc3c(c(=O)n(C)c(=O)n3C)n2C)cc1	-0.8	4.7	3.3
COc1ccc2c3c([nH]c2c1)[C@H](CO)N(Cc1ccc(F)cc1)CC31CCN(C(C)=O)CC1	1.2	-2.8	-20.6
CCCC#Cc1ccc([C@H]2[C@H](CO)N3C(=O)CN(C(=O)Cc4cccnc4)C[C@@H]23)cc1	-3.2	5.2	-0.6
C/C=C/c1ccc([C@H]2[C@@H](CO)N3C(=O)CN(C(=O)Cc4cccnc4)C[C@@H]23)cc1	1.6	0.6	29.8
C[C@H](CO)N1C[C@H](C)[C@@H](CN(C)S(=O)(=O)c2ccc(Cl)cc2)Oc2ccc(N(C)C)cc2C1=O	-0.2	7.1	-5.4
COc1ccc(C(=O)N[C@H](C(=O)N2CCN(c3ccccc3F)CC2)C(C)C)cc1	-0.9	4.0	0.6
O=C(C1CCOCC1)N1CC(=O)N2[C@H](C1)[C@H](c1ccc(-c3ccccc3F)cc1)[C@@H]2CO	-2.5	6.6	-7.7
C[C@H](CO)N1C[C@H](C)[C@@H](CN(C)CC2CC2)Oc2ccc(NC(=O)CCCCCC(=O)Nc3ccccc3N)cc2CC1=O	1.3	4.5	3.5
CCOC(=O)C1(CCCc2ccccc2)CCN(Cc2cnc(C)s2)CC1	1.8	-19.3	2.0
COCCn1c(SC(C)C(=O)Nc2ccc(Cl)cn2)nnc1-c1ccncc1 (centres undefined)	2.0	-3.6	-8.4
COc1ccccc1NC(=O)N1CC(=O)N2[C@H](CO)[C@H](c3ccc(C#Cc4ccc(F)cc4)cc3)[C@@H]2C1	1.6	2.3	-20.0
Cc1c(Cl)cccc1NC(=S)N1CCc2ccccc2C1	0.5	-25.0	8.3
CC=Cc1ccc2n(c1=O)C[C@H]1[C@H](CO)[C@@H](C(=O)NCCc3cn(C)cn3)N(C(=O)CC)[C@@H]21 (mixture of isomers)	-1.0	0.5	-0.7
Cc1noc(C)c1S(=O)(=O)N(C)C[C@@H]1Oc2c(NS(C)(=O)=O)cccc2C(=O)N([C@@H](C)CO)C[C@H]1C	-1.4	9.3	-0.2
O=S(=O)(Nc1ccccn1)c1cccc(S(=O)(=O)c2ccc(Cl)cc2)c1	0.2	-0.1	-0.4
Cc1ccc(C(=O)Nc2ccnc(-c3cccnc3)n2)cc1	3.8	-8.1	-4.5
COc1ccccc1NC(=O)N1CC(=O)N2[C@H](C1)[C@H](c1ccc(C#Cc3ccc(F)cc3)cc1)[C@@H]2CO	6.1	2.2	-6.8
CC(=O)N(CN1C(=O)C2C3C=CC(C3)C2C1=O)c1cccc(Cl)c1 (centres undefined)	-1.9	-7.8	6.9
Cc1nc2ccccc2n1/N=C/c1ccc([N+](=O)[O-])o1	-0.9	0.5	1.5
COc1cccc(OC)c1C(=O)OCC(=O)Nc1cccnc1Cl	1.4	-7.5	45.2
Cc1ccc(NC(=O)CSc2nnc(C)c(=O)n2N)cc1	2.0	-0.5	-12.6
CC(=O)N1[C@@H](CO)[C@@H](c2ccccc2)C12CN(Cc1nccs1)C2	0.8	-4.3	10.4
COCC(=O)N1CC2(C1)CN(C(=O)COC)[C@@H](CO)c1c2c2ccc(OC)cc2n1C	1.7	2.5	27.5
CC=Cc1ccc2n(c1=O)C[C@@H]1[C@@H](CO)[C@H](C(=O)NCCc3cn(C)cn3)N(C(=O)C3CCCC3)[C@H]21 (mixture of isomers)	-2.6	2.2	15.0
CC(C)(C)NC(=S)NC(=O)C12CCC3CC(CC(C3)C1)C2	3.2	6.6	-2.0
C[C@H]1CN([C@@H](C)CO)C(=O)Cc2cc(NC(=O)Nc3ccc4c(c3)OCO4)ccc2O[C@@H]1CN(C)S(C)(=O)=O	3.4	-3.5	-3.2
COCC(=O)N1CC2(C1)[C@H](c1ccc(-c3ccc(F)cc3)cc1)[C@H](CO)N2C(C)=O	0.7	5.6	-11.1
CCOC(=O)C1(CCOc2ccccc2)CCN(Cc2ccc3nonc3c2)CC1	2.7	-12.9	-43.9
O=C1CN(Cc2ccc(F)cc2)C[C@@H]2[C@@H](c3ccc(-c4ccccc4F)cc3)[C@@H](CO)N12	-1.4	-1.1	-19.2
Cc1ccc([N+](=O)[O-])c(OCCn2cnc3ccccc32)c1	0.0	5.1	0.0
CCCC#Cc1ccc([C@H]2[C@@H](CO)N3C(=O)CN(C(=O)c4ccccc4)C[C@@H]23)cc1	-1.2	-4.5	13.9
CCC(=O)N1CC2(C1)[C@H](c1ccc(-c3ccc(C#N)cc3)cc1)[C@H](CO)N2C(C)=O	2.1	7.1	-9.5
Cc1c(Br)c(C(F)(F)F)nn1CC(=O)NCCCn1ccnc1	-0.9	0.4	3.1
CCC(=O)N1CCC2(CC1)CN(Cc1cccc(Cl)c1)[C@@H](CO)c1[nH]c3cc(OC)ccc3c12	2.2	8.3	10.7
CCCNC(=O)N1CC2(CN(Cc3ccc(F)cc3)C2)c2c([nH]c3cc(OC)ccc23)[C@@H]1CO	2.7	-13.9	-13.8
Cc1cc(C)c(C(=O)OCC(=O)NCc2cccs2)c(C)c1	-1.7	-11.9	-7.5
O=C(c1ccc2c(c1)OCO2)N1CC(=O)N2[C@@H](CO)[C@H](c3ccc(C#Cc4ccccc4)cc3)[C@@H]2C1	2.9	-0.1	0.3
O=C(NCc1ccccn1)[C@H]1[C@H](CO)[C@H]2Cn3c(cccc3=O)[C@@H]1N2CC1CCCC1	0.1	3.2	1.9
CC(C)NC(=O)N1CC2(C1)[C@@H](c1ccccc1)[C@@H](CO)N2C(=O)C1CCCCC1	-1.4	3.7	-0.3
Cc1noc(C)c1NC(=O)N(C)C[C@H]1Oc2ccc(NC(=O)CCCCCC(=O)Nc3ccccc3N)cc2C(=O)N([C@@H](C)CO)C[C@H]1C	-1.1	-2.0	11.3
CCC(=O)N1CC(=O)N2[C@H](CO)[C@H](c3ccc(-c4ccccc4C)cc3)[C@@H]2C1	4.1	-11.9	4.0
O=C(C[C@H]1C=C[C@@H](NC(=O)c2ccncc2)[C@@H](CO)O1)NCc1ccncn1	0.0	-8.5	1.9
O=C1CSC(c2ccccn2)N1c1ccc(Br)cc1 (centres undefined)	3.2	1.2	42.6*
CN(C)CC#Cc1ccc([C@H]2[C@@H](CO)N3C(=O)CN(C(=O)c4ccc(F)cc4)C[C@@H]23)cc1	-1.5	7.1	12.8

Additional entries follow.
SMILES	CFTR F508del cor	PGC1a acetyl inh	INS-1E GSIS act
C[C@H](CO)N1C[C@H](C)[C@H](CN(C)Cc2ccc(C(=O)Nc3ccccc3N)cc2)Oc2ccc(NC(=O)NC3CCCCC3)cc2CC1=O	-2.0	-8.4	-8.9
COCC(=O)N1CCC2(CC1)CN(Cc1ccc3c(c1)OCO3)[C@H](CO)c1c2c2ccc(OC)cc2n1C	0.3	-1.0	3.1
CCN(C(=O)COC(=O)c1ccc2[nH]c3c(c2c1)CCCC3)C1CCS(=O)(=O)C1 (centres undefined)	1.8	-4.9	2.5
COc1ccc2c3c([nH]c2c1)[C@@H](CO)N(Cc1ccccc1F)CC31CCN(S(C)(=O)=O)CC1	-0.3	-0.3	15.8
COc1ccc2[nH]c(=O)c(CN(Cc3cccnc3)C(=S)NCC3CCCO3)cc2c1 (centres undefined)	-0.9	11.7	-34.4
Cc1ccccc1S(=O)(=O)N1CC(=O)N2[C@@H](CO)[C@H](c3ccc(C#Cc4ccccc4)cc3)[C@@H]2C1	-1.4	-9.9	-0.7
O=C(C1CCCCC1)N1CC(=O)N2[C@H](CO)[C@H](c3ccc(-c4cccnc4)cc3)[C@@H]2C1	0.4	1.8	14.2
C[C@H]1CN([C@@H](C)CO)C(=O)c2cccc(NC(=O)Nc3ccc4c(c3)OCO4)c2O[C@@H]1CN(C)CC1CC1	1.3	1.7	-1.1
Cc1cccc(-c2ccc([C@H]3[C@H](CO)N4C(=O)CN(C(=O)Cc5ccccn5)C[C@@H]34)cc2)c1	-1.2	5.0	7.6
COc1cc(/C=N/NS(=O)(=O)c2ccc(C(C)(C)C)cc2)cc([N+](=O)[O-])c1O	-1.0	0.9	-9.7
CCc1ccc(C(=O)COC(=O)C(CCSC)NC(=O)C23CC4CC(CC(C4)C2)C3)cc1 (centres undefined)	2.7	-1.5	0.1
COc1ccc2c3c(n(C)c2c1)[C@H](CO)N(C(=O)Nc1ccc(F)cc1)CC31CN(C)C1	-2.9	-10.0	-33.1
COC(=O)Nc1ccc(S(=O)(=O)N2CCCC(C(=O)N3CCC(C)CC3)C2)cc1 (centres undefined)	1.5	-2.1	10.5
CCOc1ccc2[nH]cc(S(=O)(=O)c3ccc(Cl)cc3)c(=O)c2c1	3.7	-4.3	3.4
O=C(Cc1ccccc1)N1CC(=O)N2[C@H](CO)[C@@H](c3ccc(Br)cc3)[C@H]2C1	-0.8	-2.9	-1.1
CCC(C)n1c(-c2cccc(S(=O)(=O)N(CC)CC)c2)n[nH]c1=S (centres undefined)	-0.7	3.3	0.4
Cc1cccc(N(CC(=O)NCc2ccc(F)cc2)C(=O)c2csnn2)c1C	-2.0	4.9	-11.0
CCCNC(=O)N1CC2(C1)[C@H](c1ccccc1)[C@H](CO)N2Cc1cccc(F)c1	1.6	-13.4	2.4
COc1cccc(-c2ccc(SCC(=O)N3CCOCC3)nn2)c1	-0.1	8.6	17.4
O=C(Nc1ccc(F)cc1)N1CC(=O)N2[C@H](CO)[C@H](c3ccc(-c4ccc(F)cc4)cc3)[C@H]2C1	0.1	2.7	-21.9
COc1ccc2c3c(n(C)c2c1)[C@H](CO)NCC31CCN(S(=O)(=O)c2cccc(F)c2)CC1	1.4	-12.3	14.0
CC(C)NC(=O)N(C)C[C@@H]1Oc2ccc(NC(=O)CCCCCC(=O)Nc3ccccc3N)cc2C(=O)N([C@H](C)CO)C[C@@H]1C	1.0	0.1	15.7
O=C(CN1CCCCCC1)Nc1ccc(S(=O)(=O)N2CCOCC2)cc1	1.3	-3.2	-7.4
Cc1cc2cc(C)c3nnc(SCC(=O)N4CCN(C(=O)c5ccco5)CC4)n3c2cc1C	-1.4	2.4	-40.0
COc1ccc2c3c(n(C)c2c1)[C@H](CO)N(C(=O)CN(C)C)CC31CN(Cc2cccnc2)C1	-3.9	-4.9	28.3
C[C@@H]1CN([C@H](C)CO)C(=O)c2cccc(NS(=O)(=O)c3cccs3)c2O[C@H]1CN(C)Cc1ccc(C(=O)Nc2ccccc2N)cc1	-1.1	-9.9	6.3
O=C(c1ccccn1)N1CC(=O)N2[C@H](CO)[C@@H](c3ccc(C#CC4CCCC4)cc3)[C@H]2C1	2.0	-13.3	-5.0
COc1ccc2c3c([nH]c2c1)[C@@H](CO)N(Cc1cccc(Cl)c1)CC31CCN(C(C)=O)CC1	1.2	6.1	-11.1
O=C(c1cccc(F)c1)N1CC(=O)N2[C@@H](CO)[C@H](c3ccc(-c4ccccc4F)cc3)[C@@H]2C1	0.2	-1.7	-8.0
COc1ccc2c3c(n(C)c2c1)[C@@H](CO)N(C)CC31CCN(C(=O)Nc2cccc(F)c2)CC1	0.4	-4.9	-14.9
COCC(=O)N1CCC2(CC1)CN(Cc1ccccn1)[C@@H](CO)c1[nH]c3cc(OC)ccc3c12	1.2	0.4	29.5
COc1ccc(CCN2C(=O)C3C4C=CC(C5CC45)C3C2=O)cc1OC (centres undefined)	-0.8	-14.3	-1.2
CCCn1c(-c2ccncc2)n[nH]c1=S	1.1	5.9	2.2

Screens (PubChem BioAssay)

Not all compounds are listed; count on the stated rates, not on these rows.
